# From PubChem
# EP2 mod: modulators of human EP2 prostaglandin E2 receptor; P43116; EP2-expressing cells, cAMP HTRF FRET, PGE2 co-stimulation; actives 0.83% (n = 260,000); induction, % at 25 µM; AID 940;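 active = compounds whose cAMP rise, as percent of the full-agonist control response, exceeds 60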;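 also: rat C6 glioma line stably carrying human EP2 under a CMV promoter; the protocol text gives 20 µM as final concentration; 100% = response of wells given 1 µM PGE2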
# CHOP inhibitor: inhibitors of CHOP induction in ER stress response | inhibition, % at 10 µM | CHO-K1 CHOP-promoter luciferase, tunicamycin-induced, 15-18 h | actives 3.8% (n = 220,000);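 active = compounds that reduced the stress-induced luciferase reporter signal by more than about 70% of percent inhibition, limit read from the data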;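 also: 0% = tunicamycin plus vehicle and 100% = wells without tunicamycin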
# zfTRPN1 agonist: activates the zebrafish TRPN1 channel. HEK293 zebrafish TRPN1-YFP, Fluo-8 calcium fluorescence; 100% = response to 87 µM carbachol. activation, % at 3 µM. actives 0.18% (n = 220,000);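 active = activation above its plate's cutoff, the mean activation of test wells on that plate plus 3 SD, cut at about 19% in these data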;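 also: 0% = DMSO alone and 100% = 87 µM carbachol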
#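 Assay system: Zebrafish TRPN1-YFP in HEK293 cells | Incubation: Dye loading 1 h at 37 °C, then 30 min room temperature | Measured by: Kinetic Fluo-8 fluorescence, ex 470-495, em 515-575 nm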
# PPC-1+TRAIL kill: kills PPC-1 cancer cells in the presence of TRAIL; PPC-1 cells + TRAIL, ATPLite viability luminescence; cell killing (% activity), % at 4 µM; actives 0.41% (n = 220,000);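 active = cell killing above 50% in the first pass at 4 µM, then a duplicate retest at 5 µM averaging 50% or more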;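 also: plate controls were cells with TRAIL plus DMSO for no effect and medium-only wells lacking cells for full effect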
# 14-3-3 Bad PPI: disrupts binding of bovine 14-3-3 zeta to phospho-Bad peptide; TR-FRET 14-3-3zeta/Dy647-pBad peptide displacement, 1 h; AID 781; actives 0.71% (n = 220,000); P63103; inhibition, % at 21.7 µM;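 active = inhibition above about 70%, limit read from the data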;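 also: 0% = full 14-3-3 plus peptide FRET controls and 100% = background without 14-3-3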
# NPY-Y1 antag: NPY-Y1 (human) receptor antagonism. AID 1040. actives 1% (n = 200,000). HEK293-CNG Y1 cells, membrane potential fluorescence; NPY at EC95, then isoproterenol. inhibition, % at 3.6 µM;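 active = inhibition above the campaign mean inhibition of all tested compounds plus 3 SD, cut at about 20% in these data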;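 also: 0% = DMSO wells given NPY plus isoproterenol and 100% = isoproterenol alone without NPY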
# Target sequence (P25929 whole entry, looked up): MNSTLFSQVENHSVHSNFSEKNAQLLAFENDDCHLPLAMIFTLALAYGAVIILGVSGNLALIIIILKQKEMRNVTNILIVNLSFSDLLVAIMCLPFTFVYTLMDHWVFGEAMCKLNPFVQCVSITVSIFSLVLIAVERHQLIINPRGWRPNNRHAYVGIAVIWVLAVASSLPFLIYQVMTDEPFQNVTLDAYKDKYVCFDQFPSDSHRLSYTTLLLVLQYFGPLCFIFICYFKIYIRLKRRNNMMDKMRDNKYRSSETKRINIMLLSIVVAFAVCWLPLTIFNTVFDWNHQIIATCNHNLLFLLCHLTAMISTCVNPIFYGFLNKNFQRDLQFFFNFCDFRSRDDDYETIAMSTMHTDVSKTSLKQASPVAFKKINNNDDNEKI
#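 Benchmarks – high control isoproterenol alone, low control NPY with isoproterenol · Material – HEK293 Y1/CNG channel cell line · Times – dye 3 h, compound 60 min room temperature, stimulation 45 min · Probe or stimulus – NPY (25 nM), isoproterenol (1 µM), Ro 20-1724 (25 µM) · Evaluation – % inhibition of NPY effect · Signal – fluorescence, membrane potential probe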
# TRPML3 ag: agonists of human TRPML3 channel | HEK293 TRPML3-YFP, Fluo-8 calcium fluorescence; 100% = the carbachol control signal | Q8TDD5 | activation, % at 3 µM | actives 0.29% (n = 220,000) | AID 1448;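 active = activation above its plate's cutoff, the mean activation of the plate's test wells plus 3 SD, cut at about 12% in these data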;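 also: 0% = DMSO only wells and 100% = carbachol wells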
# Target sequence (Q8TDD5 whole entry, looked up): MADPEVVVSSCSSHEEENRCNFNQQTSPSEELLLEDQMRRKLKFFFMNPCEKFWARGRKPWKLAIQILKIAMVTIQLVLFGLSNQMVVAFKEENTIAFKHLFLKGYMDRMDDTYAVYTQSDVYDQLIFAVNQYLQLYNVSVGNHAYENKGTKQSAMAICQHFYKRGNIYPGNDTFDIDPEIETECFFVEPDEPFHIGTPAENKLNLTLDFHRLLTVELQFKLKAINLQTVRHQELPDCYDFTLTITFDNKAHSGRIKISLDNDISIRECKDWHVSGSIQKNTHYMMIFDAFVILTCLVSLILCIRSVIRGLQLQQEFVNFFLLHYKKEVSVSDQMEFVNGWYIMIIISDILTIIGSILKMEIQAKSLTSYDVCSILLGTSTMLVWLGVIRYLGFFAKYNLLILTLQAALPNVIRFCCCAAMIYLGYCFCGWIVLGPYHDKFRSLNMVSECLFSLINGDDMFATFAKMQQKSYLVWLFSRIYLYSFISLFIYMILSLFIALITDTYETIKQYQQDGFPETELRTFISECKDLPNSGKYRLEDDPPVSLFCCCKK
#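 Test system: TRPML3-YFP stable HEK293 cells. Doses: single point at 3 µM. Incubation: dye loading 1 h 37 °C then 30 min ambient, 125 s read. Signal: Fluo-8 calcium dye fluorescence, ex 470-495, em 515-575 nm. Measure: percent activation from peak-to-basal fluorescence ratio, scaled between DMSO and carbachol.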
# EP2 antag: blocks the human prostaglandin E2 receptor EP2 | C6 glioma cells expressing human EP2, cAMP TR-FRET; cells stimulated with saturating PGE2 | inhibition, % at 25 µM | actives 0.52% (n = 260,000);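 active = percent inhibition above 40 after rounding to a whole number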;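 also: rat C6 glioma host cells with rolipram phosphodiesterase inhibitor present; the protocol text gives 20 µM as final concentration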
# NPY-Y1 PAM-ag: potentiates or activates human NPY-Y1 receptor; NPY-Y1 expressing cells, potentiator/agonist activation; activation, % at 3.6 µM; actives 0.37% (n = 220,000); AID 1304; in the data active = activation above about 33%, passing the limit was not always enough;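 also: cells stimulated with NPY at EC10 then isoproterenol at EC100; 0% = low agonist plus stimulus and 100% = saturating agonist plus stimulus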
# An asterisk follows results filed as active; x = not tested or not shown; & = joins results of further samples; [ ] = remark or other dose.
SMILES,EP2 mod,CHOP inhibitor,zfTRPN1 agonist,PPC-1+TRAIL kill,14-3-3 Bad PPI,NPY-Y1 antag,TRPML3 ag,EP2 antag,NPY-Y1 PAM-ag
CCC(=O)Nc1cccc(C(=O)Nc2nccs2)c1,-41,-7,0.8,11,1,-2,0.9,4,-3
O=[N+]([O-])C(=C1Nc2ccccc2N1)/C(Cl)=C(/Cl)Br,27,35,-0.3,-5,50,-2,0.3,8,11
CC(C)(C)c1ccc(/C=N/Nc2cccc(C(=O)O)c2)cc1,-1,24,0.8,12,1,-2,-0.2,8,-2
COc1ccc(C)cc1NC(=O)c1ccc([N+](=O)[O-])cc1[N+](=O)[O-],54,15,0.1,19,-3,3,0.5,14,20
CN1CCN(c2nc3c(c(=O)n(C)c(=O)n3C)n2CCSc2nnnn2-c2ccccc2)CC1,13,10,1.3,21,-11,x,1.1,8,8
CNC(=S)N1CCC(c2nc3ccccc3s2)CC1,-29,2,1.4,9,-3,5,0.8,5,9
Cc1ccc(CN2CCNC(=O)C2CC(=O)N2CCN(c3ncccn3)CC2)o1 (configuration not stated),29,12,0.5,21,-15,3,0.4,4,-7
CN(C)S(=O)(=O)c1cccc(NC(=O)COC(=O)/C=C/c2ccc([N+](=O)[O-])cc2)c1,-24,0,2.2,8,2,1,2.5,7,-11
Cc1cc(S(=O)(=O)Nc2cccc(Cl)c2)c(C)s1,35,1,-2.2,-19,0,-2,-0.5,10,16
COc1cc(-c2nc(N)n[nH]2)cc(OC)c1OC,18,4,0.6,2,-5,-3,0.5,7,16
COc1ccc(CCNc2ccc(C(CC(N)=O)NC(=O)c3ccc(Br)cc3)cc2[N+](=O)[O-])cc1 (configuration not stated),-31,10,x,22,11,x,x,33,x
O=C(CN1C(=O)C2C3C=CC(C4CC34)C2C1=O)NCc1ccco1 (configuration not stated),-4,1,1.2,30,-5,0,0.9,16,11
O=C(CCN1CCOCC1)N/N=C/c1cc([N+](=O)[O-])ccc1OC(F)F,1,21,1.1,-9,-10,3,0.9,8,6
COc1ccc([N+](=O)[O-])cc1NC(=O)c1ccc(N(Cc2ccccc2Cl)S(C)(=O)=O)cc1,-15,8,1.9,4,-6,-10,1.4,5,24
CC1(C)CC2(CC(c3ccccc3)Oc3cc(O)ccc32)NC(=O)N1 (configuration not stated),8,-12,0.5,-2,-12,-1,1.6,9,-4
CCC(C)NC(=O)CC(NS(=O)(=O)c1ccc(NC(C)=O)cc1)C(C)C (configuration not stated),13,41,-0.6,4,0,-5,0.9,8,-6
CC(=O)c1cccc(N(CC(=O)NCC2CCCO2)C(=O)CCC(=O)Nc2cc(C)on2)c1 (configuration not stated),-3,-2,0.5,2,4,5,0.7,8,8
CCn1c(SCC(=O)c2cc(OC)ccc2OC)nnc1-c1ccncc1,x,x,-1.2,x,x,-1,0.1,9,-17
COc1ccc(/C=N/NS(=O)(=O)c2ccc(C)cc2)cc1OC(=O)c1ccccc1,35,59,-1.1,-3,1[fluorescence artefact?],8,0.0,6,-27
Cc1oc(-c2ccccc2)nc1Cn1cccc1C1=NC(c2ccccc2)CO1 (configuration not stated),23,57,-0.1,8,3,22*,0.1,10,18
COc1ccc2[nH]c3c(NCCN(C(C)C)C(C)C)ncnc3c2c1,-23,-32,-0.4,8,7,7,0.2,7,19
COc1ccc(N2CCN(S(=O)(=O)/C=C/c3ccccc3)CC2)cc1,-4,3,1.0,-2,-14,2,0.3,4,-19
O=C(Nc1cccc(C(F)(F)F)c1)NC1CCCCC1,-20,87*,4.5,14,-8[fluorescence artefact?],5,1.7,10,0
CCN(CC)C(=O)N1CCC(NC(=O)c2ccccc2)CC1,-13&0,-8,0.9,17,-5,0,0.3,6&20,1
Cc1cc(C)cc(N(CC(=O)NCc2ccco2)S(=O)(=O)c2c(C)noc2C)c1,19,6,-1.4,3,2,0,-0.8,14,14

# Shown with two lines to a compound: part of the list above
# Each structure is followed by: EP2 mod, CHOP inhibitor, zfTRPN1 agonist, PPC-1+TRAIL kill, 14-3-3 Bad PPI, NPY-Y1 antag, TRPML3 ag, EP2 antag, NPY-Y1 PAM-ag
Cc1cc(C)cc(N(CC(=O)NCc2ccco2)S(=O)(=O)c2c(C)noc2C)c1
    19, 6, -1.4, 3, 2, 0, -0.8, 14, 14
COc1ccc(CCNc2ccc(C(CC(N)=O)NC(=O)c3ccc(Br)cc3)cc2[N+](=O)[O-])cc1 (configuration not stated)
    -31, 10, x, 22, 11, x, x, 33, x
COc1ccc([N+](=O)[O-])cc1NC(=O)c1ccc(N(Cc2ccccc2Cl)S(C)(=O)=O)cc1
    -15, 8, 1.9, 4, -6, -10, 1.4, 5, 24

# Additional records.
SMILES,EP2 mod,CHOP inhibitor,zfTRPN1 agonist,PPC-1+TRAIL kill,14-3-3 Bad PPI,NPY-Y1 antag,TRPML3 ag,EP2 antag,NPY-Y1 PAM-ag
O=C(COc1ccc2ccccc2c1)N/N=C/C1CC=CCC1 (configuration not stated),-20,60,0.2,6,3,2,0.9,11,-23
CC12CC(c3ccccc3O1)C(/C(N)=N/NC(=O)c1ccc(F)cc1)C(=O)N2 (configuration not stated),16,-2,7.7,23,-13,2,2.4,5,2
COc1ccc(Br)cc1C(=O)Nc1cccc(C)c1C,4,4,1.4,21,6[fluorescence artefact?],5,0.5,6,9
Cc1ccc(CN2CCN(Cc3ccc(-n4cccn4)cc3)CC2CCO)cc1 (configuration not stated),26,-4,1.0,9,-2,4,2.0,6,9
CC(=O)Nc1ccc2c(c1)ncn2C1CCCCC1,6,25,1.8,x,-1[fluorescence artefact?],5,0.2,22,-13
CCN1CCc2c(sc3c2c(NCc2ccco2)nc2nnnn23)C1,-4,-8,0.2,25,8[fluorescence artefact?],0,0.0,7,19
CCCCOC(=O)C(NC(=O)c1ccccc1)=C(C)C,5,-3,-1.5,34,8,-2,-0.4,13,-13
Cc1ccc2nc(-c3ccc(S(=O)(=O)N4CCOCC4)cc3)cn2c1,10,-4,-0.8,42,-4,5,0.2,13,-10
O=C(Nc1ccncc1NC(=O)c1cccc([N+](=O)[O-])c1)c1cccc([N+](=O)[O-])c1,-20,-5,0.6,1,64,0,0.8,1,-7
Cc1ccc(C(=O)NCCCN2CCOCC2)cc1N1CCCC1=O,22,-9,2.3,9,-7,-1,0.7,7,4
O=C(Nc1nnc(CSCc2ccc(Cl)cc2)s1)c1cccc([N+](=O)[O-])c1,-6,46,1.3,-9,2,-2,0.3,7,-6
Cc1cc(C(=O)COC(=O)CN(C)S(=O)(=O)c2ccc(Cl)cc2)c(C)n1CC1CCCO1 (configuration not stated),8,18,-1.2,8,-1[fluorescence artefact?],0,3.8,11,-10
Cc1cc(=O)oc2c(C)c(OCC(=O)N(C)C)ccc12,24,-7,-0.5,24,-11,1,-0.1,13,-5
CCCCOc1ccc(S(=O)(=O)NC(=O)NCc2ccc(OCCC)cc2)cc1,35,-8,-0.9,3,-1[fluorescence artefact?],5,0.8,0,-16
CCOC(=O)C(NC(=O)c1cccc(Cl)c1)(Nc1nnc(C)s1)C(F)(F)F (configuration not stated),44,9,-0.5,-4,-2,4,-0.2,6,4
CCC(CC)NC(=O)COC(=O)c1cc(SC)ccc1Cl,18,11,-1.8,13,-3,3,-0.8,10,-13
Cc1ccc(/C=N\NC(=O)CCc2n[nH]c(=O)[nH]c2=O)o1,28,10,-0.3,1,-7,10,1.2,6,0
Cc1ccc(-n2c(C)cc(/C=c3/sc4nc5ccccc5n4c3=O)c2C)cc1,22,85*,0.4,-6,8,9,1.1,5,-14
O=C(COc1cccnc1[N+](=O)[O-])NCCc1ccccc1,-1,4,0.8,16,43,4,0.4,10,-3
COc1ccc2c(CC(=O)OCC(=O)NC(=O)c3cccn3C)coc2c1,-4,32,0.8,-12,7[fluorescence artefact?],9,-0.5,11,-13
CC(=O)NC1(c2ccc(F)cc2)CCN(C(=O)c2c(F)cccc2F)CC1,15,11,1.8,-3,-5,0,0.8,8,1
Fc1ccccc1NC(=S)N1CCCCC1,15,17,-1.0,11,-14,-1,0.3,1,0
CCOc1cc(/C=N/N=C2/NC(=O)C(CC(=O)O)S2)ccc1OCc1ccc(Cl)cc1Cl (configuration not stated),7,-1,2.0,18,55,4,1.1,7,-6
CC(=O)/C(C#N)=C1\NC(=O)C(Cc2ccc(F)cc2)S1 (configuration not stated),-12,3,2.6,7,3,x,1.2,5,4
COc1ccc(-c2cc(C(=O)NCC3CCCO3)c3ccccc3n2)cc1 (configuration not stated),-28,-5,0.6,15,-1,2,1.4,11,-17
# Continued.
SMILES,EP2 mod,CHOP inhibitor,zfTRPN1 agonist,PPC-1+TRAIL kill,14-3-3 Bad PPI,NPY-Y1 antag,TRPML3 ag,EP2 antag,NPY-Y1 PAM-ag
COc1cccc(CNc2nc3nc4c(c(=O)n3[nH]2)CCC4)c1,18,22,0.1,11,-8[fluorescence artefact?],0,0.6,14,8
O=S(=O)(c1ccc(F)cc1)N1CCC(O)(c2ccc3c(c2)OCO3)CC1,-5,9,1.8,12,-6,-3,0.7,14,-20
O=C(NC1CCCC1)C(c1ccc(Cl)cc1)N1CCN(C2CCCCC2)CC1 (configuration not stated),6,-7,0.6,-13,-6,x,0.7,9,10
COCc1cc(=O)[nH]c2cc(NC(=O)C(C)(C)CCl)c(C)cc12,2,28,0.2,4,6,0,1.0,13,-12
Cc1cc(C)c(S(=O)(=O)NC(C)C)c(C)c1-n1cnnn1,7,-2,2.6,38,-6,7,1.6,8,7
COC(=O)C1CCN(C(=O)/C=C/c2ccccc2)CC1,15,-19,1.2,26,3[fluorescence artefact?],-2,0.3,21,-9
CC(=O)c1cc(C#N)c(NCCCN(C)C)nc1C,-8,8,1.4,-5,-5,0,0.7,4,3
N#Cc1ccc(C(=O)Nc2ccn(-c3ccccc3)n2)cc1,-55,7,3.0,-5,-3,10,4.4,3,13
CC1CCCC(NC(=O)COC(=O)Cc2c[nH]c3ccccc23)C1C (configuration not stated),-29,20,-0.7,41,-10,-3,-0.5,12,-7
Cc1ccccc1/C=N/Nc1ccnc2cc(Cl)ccc12,-5,107*,-1.1,-4,38[fluorescence artefact?],3,0.1,17,1
CC(=O)N1CCC(N(C(=O)Nc2ccc(C)c(C)c2)C2CCCC2)CC1,6,-21,0.6,-1,-4,3,-0.1,8,9
COc1ccc(NC(=O)CSc2nnc(CNc3ccc(C)cc3)n2C)cc1,16,36,-1.1,0,-10,1,0.1,6,12
O=C(CSc1nc(-c2ccc(Cl)cc2)[nH]c(=O)n1)Nc1cccc(Cl)c1,-6,-10,-1.7,12,5,x,0.5,10,8
COc1ccccc1NC(=O)C(=O)NNC(=O)c1ccco1,10&0,-3,0.6,15,2,-1,-0.9,5&10,8
COc1cccc(OC)c1C(=O)NC(=S)NCc1ccco1,12,-12,-2.4,4,-3,16,-1.4,3,-15
Cc1ccc(-c2nnc(N3CCN(S(C)(=O)=O)CC3)c3ccccc23)cc1,-108,1,-0.3,14,5,3,0.5,14,-16

# Some of the compounds tested, so the mix of outcomes need not match the whole.
